Screening data from PubChem.
MPTP inh – permeability transition pore inhibition; isolated mouse mitochondria, Ca2+ swelling absorbance, 30 min; 360,000 compounds, 1.4% hits; inhibition, % at 10 µM; AID 602449;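 active = inhibition of 50% or more, scaled per plate between neutral and stimulator controls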;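 note: 0% = DMSO wells given calcium and 100% = 1 mM EGTA wells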
SENP6 block – SENP6 protease inhibition; Recombinant SENP6 catalytic domain, aminoluciferin luminescence; 330,000 compounds, 1.8% hits; inhibition, % at 10 µM;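 active = inhibition above about 50% at the single tested dose, limit read from the data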;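 note: plate controls were DMSO wells with enzyme for no effect and DMSO wells lacking enzyme for full effect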
Target sequence (Q9GZR1 628-1112 limits assumed): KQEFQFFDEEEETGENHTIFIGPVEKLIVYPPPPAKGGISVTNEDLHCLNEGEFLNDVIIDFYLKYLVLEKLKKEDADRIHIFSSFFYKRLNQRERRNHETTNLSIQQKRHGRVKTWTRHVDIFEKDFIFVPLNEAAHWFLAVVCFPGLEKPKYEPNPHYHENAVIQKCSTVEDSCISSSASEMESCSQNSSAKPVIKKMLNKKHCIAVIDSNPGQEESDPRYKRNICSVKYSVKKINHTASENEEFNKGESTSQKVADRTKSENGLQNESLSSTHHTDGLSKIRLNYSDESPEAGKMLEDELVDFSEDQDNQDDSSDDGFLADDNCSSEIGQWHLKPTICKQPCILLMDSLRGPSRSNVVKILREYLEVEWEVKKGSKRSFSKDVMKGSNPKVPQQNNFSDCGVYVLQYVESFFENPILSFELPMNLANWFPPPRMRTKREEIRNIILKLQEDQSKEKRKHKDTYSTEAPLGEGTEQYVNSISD
SENP1 inh – SENP1 (human) catalytic domain inhibition. Q9P0U3. recombinant SENP1 catalytic domain, CyPet-SUMO1-YPet FRET cleavage. inhibition, % at 10 µM. 360,000 compounds, 0.21% hits. AID 624204;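 active = inhibition at least 30% at 10 µM, raw YFP signal under a set limit, fluorescence ratio 0.5 to 1.5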;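 note: 0% = enzyme with DMSO and 100% = no enzyme wells; some results filed as inactive read as strong as hits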
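Material: hSENP1 catalytic domain, recombinant; medium: Tris pH 8 with BME, BSA, NP40 and catalase; compound: single concentration of 10 µM compound, 0.5% DMSO final; technique: FRET read of cyan and yellow fluorescence; timing: 50 min enzyme reaction, room temperature, light-protected; reagent: SFCypet-SUMO1-SFYpet substrate at 25 nM; control set: no-enzyme low, enzyme-DMSO high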
hIAP activ – increases human intestinal alkaline phosphatase activity; AID 2524; purified human IAP, CDP-Star luminescence, 30 min; active compounds read high; 1 = vehicle-only enzyme, 0 = enzyme-free background; activation factor at 10 µM; P09923; 330,000 compounds, 0.16% hits;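 active = activation factor of the enzyme at least 2-fold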; note: the source names both 10 and 20 µM as test concentration; values of inactives mirror those of a sister screen read the other way
SENP8 inh – SENP8 (human) protease inhibition. Q96LD8. recombinant SENP8, Nedd8 substrate fluorescence. inhibition, % at 20 µM. 360,000 compounds, 0.64% hits; in the data active = inhibition mostly above about 40%, no sharp cut-off; inactive = mostly below about 27%
Target sequence (Q96LD8 whole entry, looked up): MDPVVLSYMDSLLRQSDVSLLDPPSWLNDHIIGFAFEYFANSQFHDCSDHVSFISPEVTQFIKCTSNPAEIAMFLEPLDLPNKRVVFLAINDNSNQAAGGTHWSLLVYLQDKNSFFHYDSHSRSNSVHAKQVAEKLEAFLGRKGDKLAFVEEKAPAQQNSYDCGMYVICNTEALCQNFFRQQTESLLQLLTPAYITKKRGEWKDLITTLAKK
PfGluPho inh – PfG6PD (Plasmodium falciparum) enzyme inhibition; PfGluPho enzyme, NADPH resazurin-diaphorase fluorescence; inhibition, % at 20 µM; 350,000 compounds, 0.78% hits; AID 504690;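 active = inhibition reaching at least a set limit at 20 µM in the primary screen, cut at about 59% in these data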;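 note: 0% = DMSO wells with substrate and 100% = DMSO wells lacking glucose-6-phosphate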
GRIN3A LBD mod – modulates the human NR3A ligand-binding domain. NR3A LBD differential scanning fluorimetry, Tm shift; 0% = protein alone, 100% = glycine-bound protein. Tm shift relative to glycine control, % at 25 µM. 340,000 compounds, 2.5% hits. AID 1259313;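 active = melting temperature shift of at least 10% of the positive control shift, at one fixed dose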
ATG4B inhibitor – blocks human ATG4B protease cleavage of LC3 substrate. Q9Y4P1. ATG4B cleavage of LC3-PLA2, NBD-HPC fluorescence, 1 h. inhibition, % at 8.33 µM. 340,000 compounds, 0.51% hits. AID 504462; in the data active = inhibition above about 40%
Target sequence (Q9Y4P1 whole entry, looked up): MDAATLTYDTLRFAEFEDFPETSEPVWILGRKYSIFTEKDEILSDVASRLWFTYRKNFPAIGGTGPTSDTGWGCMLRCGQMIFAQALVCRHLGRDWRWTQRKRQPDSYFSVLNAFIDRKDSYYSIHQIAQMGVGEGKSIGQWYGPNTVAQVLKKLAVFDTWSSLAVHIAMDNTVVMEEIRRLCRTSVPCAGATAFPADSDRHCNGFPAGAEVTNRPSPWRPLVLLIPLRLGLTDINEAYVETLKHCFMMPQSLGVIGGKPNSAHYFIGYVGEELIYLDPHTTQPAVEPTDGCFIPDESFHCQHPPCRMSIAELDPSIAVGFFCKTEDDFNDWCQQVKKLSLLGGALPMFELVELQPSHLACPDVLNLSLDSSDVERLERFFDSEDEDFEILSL
Starred values were filed as active, the others as inactive; / = no result given.

SMILES	MPTP inh	SENP6 block	SENP1 inh	hIAP activ	SENP8 inh	PfGluPho inh	GRIN3A LBD mod	ATG4B inhibitor
Cc1cc(=O)oc2cc(OC(C(=O)O)c3ccccc3)ccc12 (configuration not stated)	0.7	1	-4	1	-112	-1	0	8
C[C@H]1CN([C@@H](C)CO)C(=O)CCCn2cc(nn2)CO[C@@H]1CN(C)C(=O)Nc1cccc(Oc2ccccn2)c1	-0.4	/	-1	/	2	3	/	/
CC1CCC(NC(=O)CCNS(=O)(=O)c2ccccc2)CC1 (configuration not stated)	-0.3	0	1	0.9	6	-3	-26	-8
CCCCC(=O)Nc1nnc(SCC(=O)NC2CCCC2)s1	-1.0	-13	2	0.82	7	-8	2	-9
COc1ccc(N2CCN(C(=O)c3cc(C4CC4)nn3-c3ccccc3)CC2)cc1	-1.4	-9	0	0.95	8	15	0	2
COc1ccc(/C=N/NC(=O)C2CC2)c(OC)c1OC	-1.0	-13	1	1	7	-3	1	-2
Cc1ccc(SCCC(=O)Nc2c(C)n(C)n(-c3ccccc3)c2=O)cc1	0.3	-25	3	1.2	14	0	-1	-18
CC(=O)NC(=O)c1cnn(-c2ccccc2)c1N	-0.1	7	0	0.94	19	-15	-1	3
O=C(COC(=O)Cc1c(F)cccc1Cl)NC1CCS(=O)(=O)C1 (configuration not stated)	0.3	-6	2	1.1	5	-12	0	4
Cc1ccc(S(=O)(=O)N2CCCC2)cc1C(=O)NCCN1CCOCC1	2.8	-2	3	1	4	-12	0	2
CC(C(=O)NCc1ccccc1)N(Cc1ccccc1Cl)C(=O)c1snc(C(N)=O)c1N (configuration not stated)	-2.7	13	-14	0.86	-335	-8	4	2
O=C(Oc1ccc(-c2ccccc2)cc1)C1C2CCCCC21 (configuration not stated)	21	-11	2	0.97	10	6	-3	0
O=C1OC(N2CCN(C(=O)C3CCCO3)CC2)c2ccccc21 (configuration not stated)	-1.6	-8	1	1.1	12	0	1	1
COCOCCn1cc(CN2CCS(=O)(=O)N(Cc3ccc(-c4ccc(Cl)nc4)cc3)C(C(C)C)C2=O)nn1 (configuration not stated)	-2.6	/	-1	/	-11	6	/	/
O=C1C(C2=NC(c3ccccn3)C3C(=O)N(c4ccc(Cl)cc4Cl)C(=O)C23)=C(O)c2ccccc21 (configuration not stated)	2.6	-7	-1	1.2	-41	-17	1	6
O=C(NCCS(=O)(=O)N1CCN(c2ccccc2F)CC1)c1ccc(Br)o1	-2.6	15	2	0.88	12	11	121*	-10
CCCn1c(=O)c(-c2ccccc2)c(O)c2ccccc21	0.0	-4	0	0.96	-310	6	3	-4
Clc1ccc(CSc2nnc(-c3ccncc3)s2)cc1	4.9	-2	2	0.94	-49	8	1	2
Cc1ccc(S(=O)(=O)/N=C(/NC(=S)Nc2cccc(C)c2)c2ccccc2)cc1	-4.3	0	0	1	17	12	-4	-1
COc1ccc(C(C(=O)NC2CCCC2)N(Cc2ccccc2)C(=O)c2nsc(Cl)c2Cl)cc1 (configuration not stated)	-0.2	-8	1	1.1	1	14	/	1
COc1ccc(S(=O)(=O)N(C)C[C@H]2OCCCC[C@H](C)Oc3ccc(N(C)C)cc3C(=O)N([C@H](C)CO)C[C@@H]2C)cc1	-0.8	/	0	/	-125	36	/	/
Cc1c(NS(=O)(=O)c2ccc(F)cc2)c(=O)n(-c2ccccc2)n1C	0.3	-6	0	1.1	6	-10	1	0
CNC(=O)COC(=O)[C@@H](Nc1ccc(S(=O)(=O)N2CCOCC2)cc1[N+](=O)[O-])C(C)C	6.6	-10	-2	0.93	18	12	2	0
CN(C(=O)NC1CCCCC1)c1ccccc1	-2.3	-8	1	0.83	3	-16	-1	-3
Nc1nnnn1/N=C/c1ccccc1OCc1ccc(Cl)cc1	1.2	-2	2	0.88	2	9	-5	-3
Cc1ccc(C)c(S(=O)(=O)N/N=C/c2cccnc2)c1	-0.6	1	5	0.98	11	-3	-2	-3
Cc1ccc(NC(=O)CN(C)S(=O)(=O)c2ccc(Br)s2)cc1F	4.8	-3	1	1	18	20	-4	-4
Cc1ccc(Nc2c(O)nc[nH]c2=O)cc1C	-0.6	/	2	/	32	11	-4	-5
Nc1c(C(=O)Nc2ccccc2)sc2nc3c(c(-c4ccco4)c12)CCCC3	-0.5	23	-18	1.1	-67	6	-4	-2
COc1ccc(/C=C/C(=O)Nc2c(C(=O)O)[nH]c3ccccc23)cc1OC	1.1	0	0	0.98	27	-24	3	2
COc1ccc(CC(=O)NCC2CCCN(Cc3cc(OC)cc(OC)c3)C2)cc1 (configuration not stated)	1.1	-14	-1	1.3	13	4	3	4
Cc1ccc(-c2[nH]ncc2/C=N/n2c(COc3ccccc3)nc3ccccc3c2=O)cc1	-1.3	-6	2	1.4	10	-5	-1	-9
O=C(COC(=O)/C=C/c1cccc(Cl)c1)NC1CC1	-1.4	4	2	1.1	4	-3	2	-32
Cc1cc(NC(=O)COC(=O)C2CCN(S(=O)(=O)c3ccc(Cl)cc3)CC2)no1	-0.9	-5	0	0.99	3	-4	2	-9
C=CCn1c(C)nnc1SCC(=O)c1[nH]c(C)c(C(C)=O)c1C	13	-15	1	1.1	16	-6	0	3
COc1ccc(N2CC(NS(=O)(=O)c3cccs3)CC2=O)cc1 (configuration not stated)	-0.6	-13	0	1	4	9	2	1
CCn1c2ccc(Cl)cc2c2nc3ccccc3nc21	/	6	/	0.96	/	35	-6	-3
CCOc1ccccc1NC(=O)Nc1ccc(CC#N)cc1	5.8	8	0	1	0	-6	0	-7
COc1ccc(/C=C2/C(=O)ON=C2C)cc1Br	-2.8	-17	6	1.1	1	13	-2	-7
COC(=O)[C@H](C(C)C)N(Cc1ccccc1)S(=O)(=O)CCNC1CCCC1	-0.4	/	-1	/	17	-4	0	2

Four of the compounds above, bar-delimited.
Structure | MPTP inh | SENP6 block | SENP1 inh | hIAP activ | SENP8 inh | PfGluPho inh | GRIN3A LBD mod | ATG4B inhibitor
COc1ccc(N2CC(NS(=O)(=O)c3cccs3)CC2=O)cc1 (configuration not stated) | -0.6 | -13 | 0 | 1 | 4 | 9 | 2 | 1
CCn1c2ccc(Cl)cc2c2nc3ccccc3nc21 | / | 6 | / | 0.96 | / | 35 | -6 | -3
CCOc1ccccc1NC(=O)Nc1ccc(CC#N)cc1 | 5.8 | 8 | 0 | 1 | 0 | -6 | 0 | -7
COc1ccc(/C=C2/C(=O)ON=C2C)cc1Br | -2.8 | -17 | 6 | 1.1 | 1 | 13 | -2 | -7

Pulled one by one from the list above:
SMILES	MPTP inh	SENP6 block	SENP1 inh	hIAP activ	SENP8 inh	PfGluPho inh	GRIN3A LBD mod	ATG4B inhibitor
Cc1ccc(-c2[nH]ncc2/C=N/n2c(COc3ccccc3)nc3ccccc3c2=O)cc1	-1.3	-6	2	1.4	10	-5	-1	-9
O=C(COC(=O)/C=C/c1cccc(Cl)c1)NC1CC1	-1.4	4	2	1.1	4	-3	2	-32

(continued)
SMILES	MPTP inh	SENP6 block	SENP1 inh	hIAP activ	SENP8 inh	PfGluPho inh	GRIN3A LBD mod	ATG4B inhibitor
Cn1c(=O)oc2cc(S(=O)(=O)N3CCCC(C(=O)NCc4ccc5c(c4)OCO5)C3)ccc21 (configuration not stated)	-3.2	-6	0	1.1	0	3	1	-8
CC(=O)Nc1ccc(Nc2cc(C)nc3c(-c4ccccc4)c(C)nn23)cc1	-0.5	-12	1	1.1	-447	4	-1	-7
C=CC[C@]12CC=CC(=O)[C@@]1(O)O[C@H](c1ccc(OC)c(OC)c1)[C@H]2C	0.5	4	5	1.1	26	0	0	1
CCC(C)(C)NC(=O)C(c1ccccc1Cl)N(C(=O)CCC(=O)Nc1cc(C)on1)c1ccc(NC(C)=O)cc1 (configuration not stated)	0.2	9	-3	0.95	3	-4	0	-7
CC(C)Oc1cc(O)c2c(=O)c(-c3ccc(O)cc3)coc2c1	0.8	41	3	0.96	11	-10	9	-2
Cc1ccc(NC(=O)C2COc3ccccc3O2)cc1 (configuration not stated)	-0.4	0	2	1.2	18	-4	-2	4
NC(=O)C1CCN(c2oc(-c3ccccc3)nc2S(=O)(=O)c2ccc(Br)cc2)CC1	-1.2	-15	1	1.4	6	-4	-1	-4
COc1ccc(N(C(=O)c2ccco2)S(=O)(=O)c2ccccc2)cc1	0.2	-18	4	1	-1	-11	1	-7
CCCn1c(SCC(=O)NCCc2ccccc2)nnc1-c1cccnc1	0.2	-11	1	1.1	14	6	0	-3
Cc1ccccc1OCC(O)Cn1c(Br)nc2c1c(=O)[nH]c(=O)n2C (configuration not stated)	-1.7	-4	0	1	15	-7	0	2
O=S(=O)(NCCCCNS(=O)(=O)c1c(F)cccc1F)c1ccc2c(c1)OCCO2	-0.5	-8	2	1.1	12	-3	15*	-6
CC(=O)N1CCN(CCS(=O)(=O)c2cc(Cl)ccc2Cl)CC1	-1.8	9	0	0.85	6	-1	3	4
COc1ccc(-c2csc3ncnc(Cl)c23)cc1	-0.2	0	1	1	13	14	-3	-3
Cc1c(-c2ccccc2)nc2ccccc2c1C(=O)NCc1cccs1	3.6	-8	-2	0.96	3	2	-5	-7
COC(CNC(=O)c1ccc2nc3ccccc3c(=O)n2c1)OC	-1.1	-7	-57	0.89	-307	-7	-1	2
Cc1ccc(S(=O)(=O)NC(=O)N2CCCN(Cc3ccc(F)cc3)CC2)cc1	3.0	14	-1	1	0	-10	-2	3
O=C(Nc1ccccc1)/C(=C/c1ccc2c(c1)OCO2)NC(=O)c1ccco1	-0.3	-2	-3	0.9	4	3	1	5
c1ccc2c(-c3ccncc3)c[nH]c2c1	-0.3	-4	1	1.2	-11	-5	-7	-3
Cc1nn(-c2cccc(C(=O)O)c2)c(C)c1Oc1ccccc1O	4.0	-5	-1	1.1	20	-34	3	-2
O=C(c1ccco1)N1CCN(C(c2ccc(F)cc2)c2nnnn2Cc2cccs2)CC1 (configuration not stated)	0.6	7	0	0.94	25	-2	0	-15
CCC(=O)Nc1cc(C)c(NC(=O)c2ccccc2OC)cn1	1.1	-4	-3	0.91	19	6	-3	0
COc1ccc(OC)c(C(=O)CSc2nnnn2C)c1	0.1	-5	1	0.92	4	10	1	-7
COc1ccccc1Oc1ccc2c(c1)C(=O)N(CC(=O)O)C2=O	-1.4	-12	1	1	11	-28	1	-2
COC(=O)c1ccc(CN2CCCC(CO)(Cc3ccccc3F)C2)cc1 (configuration not stated)	1.6	-3	-2	1.1	11	-4	4	1
COC(=O)c1ccc(NC(=O)CSCC(=O)OCC(=O)c2ccc(Br)cc2)cc1	0.0	-16	1	0.96	12	19	2	-26
COc1cc2ccccc2cc1C(=O)NC1CCC(C)CC1 (configuration not stated)	0.0	-19	0	1	-150	15	2	20
Clc1ccc(NCc2nncn2-c2ccccc2)cc1	-2.1	-1	3	1.4	12	-13	3	-2
O=C(CC1NC(=O)NC1=O)Nc1cccc2ccccc12 (configuration not stated)	-0.6	8	-1	0.92	7	2	1	-5
CC1C(C#N)=C(N)OC2=C1C(=O)CCC2 (configuration not stated)	-2.4	-11	-12	1.1	12	9	-2	5
COc1cccc(-c2nn(Cc3ccccc3)cc2CO)c1	-2.2	-4	-3	0.93	2	-4	3	-3
CN(C)c1cccc(F)c1C(=O)NC(=O)Nc1ccc(Cl)cc1	1.1	/	1	/	-73	27	11*	37
O=C1NC(=Nc2cccc([N+](=O)[O-])c2)SC1(CO)CO	-0.1	-35	1	0.99	14	8	2	-10
CC(C)S(=O)(=O)c1csc(C(=O)NN)c1-n1cccc1	0.3	1	1	0.89	6	0	-2	-7
O=C(CSc1nnc(-c2ccc(Br)cc2)n1C1CCCCC1)N1CCCC1	0.2	2	1	0.97	5	7	1	-7
COC(=O)C1=C(C(=O)OC)[C@@H]2N(C)c3ccccc3[C@@]23C[C@@H](C(=O)OC)N(C(=O)c2cccs2)C3=N1	-0.5	7	1	1.2	13	4	0	5
CCCCOc1ccc(N=Nc2ccc(N)nc2N)cn1	0.3	11	4	0.97	37	38	8	6
